Screens from PubChem BioAssay.
H9c2 TAG inh – triacylglycerol accumulation inhibition | H9c2 cells, Nile Red lipid (TAG) fluorescence; cells loaded with 200 µM oleic acid | inhibition, % at 12.5 µM | 0.66% of 230,000 active | AID 651582;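 active means pattern-corrected inhibition of lipid staining of at least 50% with the nuclear-stain viability signal not falling by more than 50%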;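 further: 0% = DMSO wells and 100% = triacsin C control wells; some results filed as inactive read as strong as hits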
H9c2 TAG inh DAPI viability – second read-out of H9c2 TAG inh, no call of its own (marks repeat the call); DAPI nuclei signal change (viability), lower = more cytotoxic, %;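 whole-well DAPI fluorescence read on a plate reader as a viability signal; minus 50 percent equals half of cells still viable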
Active calls of the source: *. An excerpt, so the mix of outcomes need not match the whole.

SMILES | H9c2 TAG inh | H9c2 TAG inh DAPI viability
O=C(CCNC(=O)c1ccc([N+](=O)[O-])cc1)N/N=C/c1ccc(F)cc1 | -6 | -4
CC(=O)Nc1ccc(C(=O)NN2C(=O)c3ccccc3C2=O)cc1 | -4 | 3
CCOc1ccc(S(=O)(=O)Nc2ccc3c(c2)OCO3)c2cccnc12 | 26 | -15
CN(c1ccccc1)c1nc(N)c([N+](=O)[O-])c(N2CCCCC2)n1 | 18 | -10
CC1CCCC=CC2CC(OC(=O)CN(C)C)CC2C(O)C=CC(=O)O1 (configuration not stated) | 119 | -63
CC(C)CCN(C)C1CCN(C(=O)Nc2c(F)cccc2F)CC1 | -5 | 0
NC(=O)C1CCN(Cc2nc3cc(C(F)(F)F)ccc3c(=O)[nH]2)CC1 | -9 | 4
CC(C)(C)NC(=O)c1cccc(NC(=O)c2ccco2)c1 | -5 | 8
O=C(COC(=O)c1cnccn1)c1ccc2ccccc2c1 | -8 | 5
Cc1nc(SCC(=O)N2c3ccccc3NC(=O)CC2C)c2c(C)c(C)sc2n1 (configuration not stated) | 34 | -1
O=C(CCSc1ccccc1)Nc1ccc(S(=O)(=O)N2CCOCC2)cc1 | -9 | 5
CN1CCN(c2cc3c(cc2F)c(=O)c(C(=O)O)cn3CCF)CC1 | 3 | 4
COc1ccc(S(=O)(=O)N(C)C[C@H]2OCCCC[C@H](C)Oc3ccc(NC(=O)Nc4ccc(F)cc4)cc3C(=O)N([C@H](C)CO)C[C@H]2C)cc1 | -26 | 5
Fc1cccc(NC(=S)Nc2cccc3ccccc23)c1 | -5 | 9
Cc1c(NS(=O)(=O)c2cc(C(=O)NCc3ccco3)cc(Cl)c2Cl)c(=O)n(-c2ccccc2)n1C | -26 | 0
CCOc1cc(C(=O)NC)cc(Br)c1OCc1ccccc1 | 2 | -10
O=C(O)c1ccccc1C=NN=C1c2ccccc2-c2ccccc21 | 11 | 7
NC(=O)COC(=O)/C=C/c1cccc(Br)c1 | 5 | -9
Cc1ccc(CNC(=O)CSc2ccc(-c3ccccn3)nn2)cc1 | -3 | -1
CCn1nc(C)c(CN2CCC(n3nccc3NC(=O)CCCc3ccccc3)CC2)c1C | 1 | 4
COC(=O)c1ccc(C2/C(=C(/O)c3ccc(OC)cc3)C(=O)C(=O)N2c2cc(C)on2)cc1 (configuration not stated) | 9 | -5
Clc1ccc(-c2cccc3nccn23)cc1 | 14 | 20
Cc1[nH]n(-c2ccccc2)c(=O)c1Sc1ccc(Cl)cc1 | 2 | 9
c1ccc(-c2ccc(SCc3cccnc3)nn2)nc1 | -3 | 3
CCC(=O)Nc1ccc(/C(C)=N\NS(=O)(=O)c2ccc(C)cc2)cc1 | -2 | 2
CCN(CC(=O)N1CCCC1)S(=O)(=O)c1ccccc1 | -10 | 5
CC1(C)CC(=O)C=C(c2ccc3ncccc3c2)C1 | 1 | 9
Cc1ccc(NC(=O)C(=O)NCCCN2CCCC2=O)c(C)c1 | -10 | 3
Cc1cccc(N=C2SC(C)CN2C(=O)CN2C(=O)NC3(CCCC3)C2=O)c1 (configuration not stated) | 10 | 0
CCN1C(=O)c2ccccc2S(=O)c2ccc(C(=O)N3CCOCC3)cc21 (configuration not stated) | -1 | 5
COc1cc(OC)c2c(-c3ccccc3)cc(=O)oc2c1C(CCN1CCCC(C)C1)c1ccc(N(C)C)cc1 (configuration not stated) | 94* | -7.2*
COc1ccc(OC)c2sc(N(CCN(C)C)C(=O)c3cc(Cl)sc3Cl)nc12 | 7 | 3
Nc1ccc2nc(N)sc2c1 | -4 | 3
COc1cccc(-c2cnc3c(NC=O)cc(-c4ccoc4)cn23)c1 | 5 | -14
CCNc1nnc(CCn2nc(C)c(Br)c2C)s1 | 3 | 7
O=C(Nc1ccc2c(c1)OCCO2)c1cccc2nc3ccccc3nc12 | -58 | 9
CC(O)(c1cccc(F)c1)c1nc(/C=C/c2ccccc2)cs1 (configuration not stated) | -25 | 5
COC(=O)CSc1ccc(C#N)c(SCC(=O)OC)c1 | -12 | 6
CCCNC(=O)C1(C)CCN(Cc2csc3ccccc23)C1 (configuration not stated) | -16 | 20
CCC(C)(C)n1nnnc1C(c1ccc(OC)c(OC)c1)N1CCN(c2cccc(OC)c2)CC1 (configuration not stated) | 5 | -5
Cc1ccc(-n2nc(-c3ccco3)cc2C(=O)NCc2cccnc2)cc1 | 48 | -12
Clc1ccc(CNc2ccccn2)cc1 | -6 | 8
COc1ccc(-c2oc3ccc(-c4ccc5c(c4)OCO5)cc3c2-c2ccc(OC)nc2)cc1 | -23 | 101
CC1CC(C)CN(C(=O)COC(=O)c2ccc(S(=O)(=O)N(C)c3ccccc3)cc2)C1 (configuration not stated) | -9 | 1
CCN(CC)CCN1C(=O)C(O)=C(C(=O)c2cc3cccc(OC)c3o2)C1c1ccc(F)cc1 (configuration not stated) | -7 | 8
O=C(NCc1ccco1)C1CCN(C(=O)c2ccc([N+](=O)[O-])cc2)CC1 | -21 | -4
Cc1cc(-c2nn(C)c(=O)c3ccccc23)ccc1CNC(=O)NC1CCCCC1 | -8 | 5
COc1nc(N)nc(NC(=O)c2cccs2)c1N=O | 20 | -4
CCS(=O)c1scc(-c2ccc(Cl)cc2)c1C#N (configuration not stated) | -2 | 5
C=CCN(c1ccccc1OC)S(=O)(=O)c1cccc(C(=O)NCC(c2ccc(OC)cc2)N2CCCC2)c1 (configuration not stated) | -7 | 0
CC1(C(=O)NS(=O)(=O)c2ccccc2Cl)CCN1C(=O)CCc1ccccc1 (configuration not stated) | 2 | -5
N/C(Cn1cncn1)=N\NC(=O)C(=O)Nc1ccccc1 | 9 | 7
CCOC(=O)CCCCCCCCC(=O)Nc1ccc(-n2[nH]c(=O)cc2C)cc1 | -7 | -1
CC(=O)c1ccc(S(=O)(=O)N2CCN(c3nc(-c4cccnc4)nc4ccccc34)CC2)cc1 | 29 | 1
CCOC(=O)c1[nH]c(CSc2nnc(-c3ccncc3)n2CCOC)c(C(=O)OCC)c1C | 15 | -11
COc1ccc(C(CNC(=O)c2ccc(S(=O)(=O)N(C)C)cc2)N2CCCC2)cc1 (configuration not stated) | 17 | -2
COCCn1c(SCC(=O)Nc2cccc(F)c2)nc2c([nH]c3ccccc32)c1=O | 33 | -30
COC(=O)C(N)Cc1ccc(O)cc1 (configuration not stated) | 5 | -1
COc1ccc2c(c1)C(=O)/C(=C/C=C/c1ccccc1)CC2 | 8 | -4
O=C(NCC(=O)N(c1ccccc1F)C(C(=O)NC1CCCC1)c1ccco1)c1ccco1 (configuration not stated) | -5 | 3

Quoted at random: six compounds from above.
SMILES | H9c2 TAG inh | H9c2 TAG inh DAPI viability
N/C(Cn1cncn1)=N\NC(=O)C(=O)Nc1ccccc1 | 9 | 7
CC(=O)c1ccc(S(=O)(=O)N2CCN(c3nc(-c4cccnc4)nc4ccccc34)CC2)cc1 | 29 | 1
COCCn1c(SCC(=O)Nc2cccc(F)c2)nc2c([nH]c3ccccc32)c1=O | 33 | -30
CCOC(=O)CCCCCCCCC(=O)Nc1ccc(-n2[nH]c(=O)cc2C)cc1 | -7 | -1
C=CCN(c1ccccc1OC)S(=O)(=O)c1cccc(C(=O)NCC(c2ccc(OC)cc2)N2CCCC2)c1 (configuration not stated) | -7 | 0
CC1(C(=O)NS(=O)(=O)c2ccccc2Cl)CCN1C(=O)CCc1ccccc1 (configuration not stated) | 2 | -5

The list continues.
SMILES | H9c2 TAG inh | H9c2 TAG inh DAPI viability
CCCCC(CC)C(=O)Nc1cc(C(=O)NCc2ccc(C)cc2)ccc1N1CCC2(CC1)CC(c1ccccc1)=NO2 (configuration not stated) | 56* | -2.1*
O=C(NCCCn1ccnc1)Nc1ccc(Cl)cc1Cl | -8 | 3
O=C(C[n+]1ccc(/C=N/O)cc1)N1CCCCC1 | 3 | 6
CCOc1ccc(C(CC(=O)O)NC(=O)CCCOc2ccc(Cl)cc2C)cc1 (configuration not stated) | 2 | 10
CCN(CC)CCOc1ccccc1C(C)=O | 5 | -2
Cc1cccc(N2C(=O)/C(=C\c3ccc(OC(F)F)cc3)c3ccccc3C2=O)c1 | -5 | 1
O=S(=O)(c1ccc(-c2nnc(SCc3nnc(-c4ccccc4)o3)o2)cc1)N1CCCC1 | 22 | 2
CCOC(=O)C1(C)CCCN(C(=O)c2cccs2)C1 (configuration not stated) | -27 | -3
Cc1ccc(S(=O)(=O)N(C)C[C@@H]2OCc3cnnn3CCCC(=O)N([C@@H](C)CO)C[C@@H]2C)cc1 | 11 | -11
O=C(CSc1nnc(-c2cccs2)n1CC1CCCO1)c1cc2ccccc2o1 (configuration not stated) | 8 | 7
Cc1ccc2oc(=O)c3cc(C(=O)NCc4ccco4)sc3c2c1 | -17 | 7
CCOCC(=O)Nc1ccc2c(c1)N(S(=O)(=O)c1cccs1)CCC2 | 0 | -2
CC(O)CN(CCC(N)=O)CCC(N)=O (configuration not stated) | -9 | 11
CCOc1ccc2nc(NC(=O)Nc3cccs3)sc2c1 | 14 | -4
CC(C)(C)S(=O)(=O)/C(C#N)=N/Nc1ccc(C#N)cc1 | 9 | -12
COc1ccc(OC)c(NC(=O)C2CCC(CNc3c(N4CCOCC4)c(=O)c3=O)CC2)c1 (configuration not stated) | 14 | -4
CCC1COCCS(=O)(=O)N1Cc1ccccc1C (configuration not stated) | -14 | 0
COc1ccc(-c2c(-c3ccccc3OC)oc3ccccc23)cn1 | -31 | 6
Cn1c(=NC(=O)C(C)(C)C)sc2cccc(F)c21 | -7 | 8
CCCCn1c(=O)n(C)c(=O)c2c(C(F)(F)F)cc(-c3ccncc3)nc21 | 21 | 6
COc1ccccc1S(=O)(=O)N(C)C[C@H]1Oc2cc(Br)ccc2S(=O)(=O)N([C@@H](C)CO)C[C@H]1C | 2 | -2
COc1ncccc1-c1nnn(-c2ccc(Cl)nc2)n1 | -24 | 6
Cc1ccc(S(=O)(=O)N(CCc2ccccc2)c2ccc3c(c2)C2CC3CCN2C(=O)OCc2ccccc2)cc1 (configuration not stated) | 40 | -7
COC(=O)c1cc(C(=O)Nc2ccc(Cl)cn2)cc([N+](=O)[O-])c1 | 8 | 8
O=C(NNC(=O)C1CC(=O)N(c2ccc3c(c2)OCCO3)C1)c1ccc(F)cc1 (configuration not stated) | 3 | -8
CC(C)(C)[C@H]1COC(=O)CCC/C=C/C[C@H](CC(=O)NCCO)C(=O)N1 | 0 | -6
CCOc1ncccc1C(=O)OCC(=O)c1ccc(C)c(C)c1 | -26 | 1
O=S(=O)(Nc1cccc(S(=O)(=O)N2CCCC2)c1)c1ccc(Br)cc1 | 39 | -8
COc1ccc(-c2oc(=O)c3cc(OC)c(OC)cc3c2C#C[C@]2(O)CC[C@H]3[C@@H]4CCc5cc(OC)ccc5[C@H]4CC[C@@]32C)cc1 | -3 | 37
Cc1nnc(SCC(=O)NC(C)(C)C)n1NCc1ccc(Cl)cc1 | -3 | -7
Cc1cccc(CCNC(=O)c2cc(S(=O)(=O)N3CCCC3)cn2C)c1 | -6 | 0
c1ccc(Cn2cc(CN3CCCO3)c(-c3ccc4c(c3)OCO4)n2)cc1 | 3 | -2

Of the compounds above, three contain a cyano group.
SMILES | H9c2 TAG inh | H9c2 TAG inh DAPI viability
COC(=O)CSc1ccc(C#N)c(SCC(=O)OC)c1 | -12 | 6
CCS(=O)c1scc(-c2ccc(Cl)cc2)c1C#N (configuration not stated) | -2 | 5
CC(C)(C)S(=O)(=O)/C(C#N)=N/Nc1ccc(C#N)cc1 | 9 | -12
